Source: PubChem BioAssay
GoLoco inh red: RGS12 GoLoco-Gai1 interaction inhibition. P63096. Gai1:RGS12 GoLoco peptide FP, rhodamine, 10 min. Potency, µM (doses to about 61.6 µM), without a hit: top-dose activity, negative = inhibition, hits mostly inhibitors. hit rate 0.44% among 230,000. AID 880; active means well fitted inhibition curve with a large enough effect, not every such curve was filed as active; inactive means no such curve, though single readings can be large or run the other way; further: on the % scale 0 is the no-effect control and ±100 the full control effect; nearly all actives have a fitted effect of over 30% in size; many of its hits are not listed in these tables
LMNA splice mod: LMNA splicing modulation; HeLa LMNA splicing GFP/RFP minigene ratio, 48 h; hit rate 0.01% among 200,000; Potency, µM (titrated, usually from 46.1 µM), for the others: at the top dose ratio change, negative = inhibition, actives largely listed as inhibitors; active means well fitted inhibition curve with a large enough effect in the signal ratio, with a control signal flat, not every such curve was filed as active; inconclusive means small, poorly fitted or top-dose-only effect, or effect the other way, or a change in a side signal; the % refers to the signal ratio; further: on the % scale 0 is the no-effect control and ±100 the full control effect
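S3 HeLa cells stably expressing lamin A-EGFP splicing minigene plus DsRed2, 600 cells/well, 48 h compound exposure at 37C. Laser-scanning cytometry; analysed as GFP (500-530 nm)/RFP (575-640 nm) total intensity ratio; 0.5% DMSO vehicle.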
JMJD2E inh: blocks human JMJD2E demethylase activity; Potency, µM (top dose mostly 57.1 µM), inactives show top-dose activity change, negative = inhibition, most hits filed as inhibitors; hit rate 1.6% among 230,000; JMJD2E catalytic domain, FDH-coupled NADH fluorescence (FDH is formaldehyde dehydrogenase); active means well fitted inhibition curve with a large enough effect, not every such curve was filed as active; inconclusive means small, poorly fitted or top-dose-only effect, or another doubt; inactive means no such curve, though single readings can be large or run the other way;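 further: 0% = wells with enzyme and -100% = buffer wells without enzyme; nearly all actives have a fitted effect of over 50% in size; many of its hits are not listed in these tables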
Target sequence (B2RXH2 1-337 limits assumed): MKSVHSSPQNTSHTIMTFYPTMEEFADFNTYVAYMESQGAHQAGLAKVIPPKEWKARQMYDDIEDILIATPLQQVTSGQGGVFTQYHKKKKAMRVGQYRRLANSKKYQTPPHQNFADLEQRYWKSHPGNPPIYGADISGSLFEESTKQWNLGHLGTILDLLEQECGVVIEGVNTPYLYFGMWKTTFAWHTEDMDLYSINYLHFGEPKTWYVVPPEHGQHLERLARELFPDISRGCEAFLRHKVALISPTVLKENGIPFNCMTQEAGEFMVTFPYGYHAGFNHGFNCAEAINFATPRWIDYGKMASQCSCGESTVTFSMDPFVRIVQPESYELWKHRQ
TRb SRC2 PPI: disrupts binding of human TR beta to SRC2 | P10828 | hit rate 0.065% among 280,000 | Potency, µM (top dose mostly 106 µM), inactives show at the top dose activity change, negative = inhibition, hits mostly inhibitors | TRbeta-SRC2 peptide binding, fluorescence polarization; receptor liganded with 1 µM T3;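 further: plate controls were bound peptide for no effect and peptide without receptor for full effect; nearly all actives have a fitted effect of over 50% in size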
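Binding of a 20-amino-acid Texas Red SRC2 peptide (20 nM) to TRb ligand-binding domain (0.6 uM) with agonist T3 at 1 uM was followed by fluorescence polarization after a 5 hr room-temperature incubation.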
SMN2 splice enh: increases expression of the SMN2 splice variant; HEK293 SMN2-luciferase splicing reporter, luminescence, 30-36 h; Potency, µM (doses to about 46.1 µM), for inactives: at the highest dose activity change, positive = activation, most hits filed as activators; hit rate 2.8% among 210,000; AID 1458; further: % of control where 0% means no effect; nearly all actives have a fitted effect of over 55% in size
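qHTS luciferase splicing reporter: luminescence rises when SMN2 exon 7 is included in transfected HEK293 cells. Compound exposure lasted 30-36 h at 37C, with 4.5 mM final sodium butyrate as control, followed by a ONE-Glo read.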
TR SRC2 fluor cs: counter-screen for TRb-SRC2 inhibitors: fluorescence interference; AID 1479; hit rate 0.29% among 280,000; Potency, µM (titrated, usually from 106 µM), without a hit: at the highest dose fluorescence change, negative = quenching; TRb/SRC2 Texas Red total fluorescence interference; active means well fitted curve in either direction with a large enough effect; inconclusive means small, poorly fitted or top-dose-only effect; further: on the % scale 0 is the no-effect control and ±100 the full control effect
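Human TRb ligand-binding domain at 0.6 uM with 20 nM Texas Red SRC2 peptide in Tris buffer containing 1 uM T3 and 5% DMSO, incubated with compound 5 h at ambient temperature. Total fluorescence (555/632 nm) calculated as parallel + 2 × perpendicular.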
ALDH1A1 inh: inhibitors of human aldehyde dehydrogenase 1A1 | P00352 | Purified ALDH1A1, NADH fluorescence, propionaldehyde substrate | Potency, µM (series often up to 75.3 µM), for inactives: top-dose activity, negative = inhibition, usual class: inhibitors | hit rate 7.3% among 220,000 | AID 1030; active means well fitted inhibition curve with a large enough effect, not every such curve was filed as active; inconclusive means small, poorly fitted or top-dose-only effect, or another doubt; inactive means no such curve, though single readings can be large or run the other way;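 further: plate controls were no enzyme wells and a reference inhibitor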
Target sequence (P00352 whole entry, looked up): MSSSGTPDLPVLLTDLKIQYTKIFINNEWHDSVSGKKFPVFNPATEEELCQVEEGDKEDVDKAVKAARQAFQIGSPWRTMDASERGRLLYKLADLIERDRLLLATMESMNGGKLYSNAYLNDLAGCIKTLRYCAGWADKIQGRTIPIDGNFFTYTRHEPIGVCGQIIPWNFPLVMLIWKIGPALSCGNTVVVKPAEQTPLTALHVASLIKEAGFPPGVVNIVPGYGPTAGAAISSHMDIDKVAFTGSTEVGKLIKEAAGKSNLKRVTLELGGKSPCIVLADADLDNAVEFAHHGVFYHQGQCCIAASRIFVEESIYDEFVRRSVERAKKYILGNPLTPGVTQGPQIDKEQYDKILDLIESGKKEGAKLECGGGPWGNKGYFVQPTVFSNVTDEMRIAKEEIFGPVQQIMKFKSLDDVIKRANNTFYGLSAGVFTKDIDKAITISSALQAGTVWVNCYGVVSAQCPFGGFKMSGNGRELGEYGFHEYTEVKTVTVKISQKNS
RECQ1 helicase: inhibitors of human RECQ1 DNA helicase; P46063; RECQ1 DNA unwinding, red fluorescence kinetic read; Potency, µM (titrated, usually from 57.3 µM), inactives show top-dose activity, negative = inhibition, actives largely listed as inhibitors; hit rate 0.54% among 240,000; AID 2549;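 further: plate controls were vehicle for no effect and no enzyme for full effect; nearly all actives have a fitted effect of over 30% in size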
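50 nM RECQ1T1 preincubated 15 min with compound in Tris pH 8.0 buffer with MgCl2, DTT, Tween-20 and 2.5 ug/ml poly(dI-dC); started with 200 nM TAMRA/BHQ-2 forked duplex and 2 mM ATP. Unwinding read as fluorescence (525/598 nm), two reads 2 h apart.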
* marks the source's active call; other numbers are inactive results; i = inactive; ? = inconclusive; . = not tested or not shown; & = joins results of further samples; [ ] = remark or other dose. Unless noted, the call rests on the fitted dose curve; in most records, active means well fitted curve in the direction sought with a large enough effect; inconclusive means small, poorly fitted or top-dose-only effect, or another doubt; inactive means no such curve, though single readings can be large; an effect the other way counts as inactive or inconclusive. Potency means the concentration at half of the fitted maximal effect. Only part of the results is shown; rates above refer to the full screens.

structure | GoLoco inh red | LMNA splice mod | JMJD2E inh | TRb SRC2 PPI | SMN2 splice enh | TR SRC2 fluor cs | ALDH1A1 inh | RECQ1 helicase
COc1ccc(N(CC(=O)N2CCc3ccccc32)S(=O)(=O)c2c(C)n[nH]c2C)cc1 | 12% | -5% | 2% | 3% | -8% | -1% | -15% | -7%
CCc1ccc(-c2cc(C(=O)Nn3cnnc3)c3ccccc3n2)cc1 | 17% | 0% | ? | 10% | ? | -1% | ? | -4%
O=C(c1cnsn1)N1CCC(CO)(Cc2cccc(F)c2)CC1 | -2% | . | -2% | -3% | . | -4% | 2% | -4%
Cc1sc2c(c1C)c(=O)n(-c1ccc(Cl)cc1)c(=O)n2Cc1cc(=O)n2ccccc2n1 | 5% | -9% | -4% | -6%&0% | 15%&6% | -1%&-3% | 9% | -1%
O=C(Nc1ccc2c(c1)CCC2)c1ccccc1F | 1% | -19% | -5% | 2% | 4.5µM* | 0% | -3% | -2%
O[C@H](c1cc(C(F)(F)F)nc2c(C(F)(F)F)cccc12)[C@H]1CCCCN1 | -1%[21.6 µM] | ? | 5%[25.5 µM] | -6%[53 µM] | -12%[20.6 µM] | -4%[53 µM] | 1%[20.9 µM] | i
Cc1nc(-c2cc(-c3nc(-c4ccc(C(F)(F)F)cc4)no3)no2)cs1 | 10% | . | -12% | 10% | . | 0% | -6% | -5%
COc1cccc(CNCc2ccc(SC)cc2)c1OC | 4% | -5% | 8% | -10% | 11% | -1% | 2% | -11%
NS(=O)(=O)c1ccc(NC(=S)NC(=O)c2ccc(-c3ccccc3)cc2)cc1 | -25% | -15% | -1% | -22%[53 µM] | -27% | 0.32µM*[quencher] | 2µM* | -1%
COc1cccc2cc(C(=O)C3=C(O)C(=O)N(CCCN(C)C)C3c3ccncc3)oc12 (stereo not drawn) | -3% | 1% | -1% | 2% | 1% | 2% | -13% | -5%
COc1cccc(-c2cc(C(=O)N3CCCCC3C)no2)c1 (stereo not drawn) | 9% | 18% | -7% | -13% | 18µM* | -1% | -13% | -12%
Cc1[nH]c(=O)[nH]c(=O)c1S(=O)(=O)NCC12CC3CC(CC(C3)C1)C2 | -3% | -3% | 4% | -8% | 31% | -4% | ? | -9%
COC(=O)c1cc2c(ccn2-c2ccc(F)cc2)n1CC(=O)OC(C)C | -5% | . | ? | 3% | . | -1% | ? | i
CCOc1ccc(N=C2NC(=O)S/C2=C\c2ccc(N(C)C)cc2)cc1 | -3% | 5% | -5% | 2% | 11µM* | -1% | -1% | i
Cc1ccc(C)c(OCC(=O)Nc2cc(C(=O)O)cc(C(=O)O)c2)c1 | 7% | . | -12% | -2% | . | -3% | 7% | -1%
c1ccc(-c2noc(-c3cccc4ccccc34)n2)nc1 | -7% | -6% | ? | 9% | 16µM* | 4% | ? | -5%
COc1ccc(/C(C)=N\NC(=O)C(c2ccncc2)N2CCOCC2)cc1 (stereo not drawn) | 1% | . | 3% | -2% | . | -4% | . | -1%
COc1ccc(/C=C2\SC(=O)N(CC(=O)NCCC(C)C)C2=O)cc1OC | 1% | . | ? | 4% | . | -2% | . | -3%
CSc1cccc(NC(=O)C(C)C)c1 | -8% | . | 3% | 6% | -11% | -1% | 0% | i
Cc1ccc(NC(=O)c2cc(C(C)(C)C)nn2Cc2ccccc2)cc1 | -4% | . | 3% | 2% | . | -7% | -5% | -5%
Cn1c(N)c(C(=O)COC(=O)CN2C(=O)c3ccccc3C2=O)c(=O)n(C)c1=O | 0% | -8% | 7% | -5% | -3% | 6% | -4% | -7%
O=C(/C=C/c1ccco1)Nc1scc(-c2ccccc2)c1C(=O)O | -9% | . | 8% | 3% | . | 0% | . | ?
CCOC(=O)C1=C(O)C(=O)N(Cc2cccnc2)C1c1ccc(OC)cc1 (stereo not drawn) | 16% | ? | -10% | 4% | -2% | 1% | ? | -4%
CC(C)CN(C(=O)CN1CCOCC1)c1c(N)n(CC(C)C)c(=O)[nH]c1=O | . | -13% | 3% | 2% | . | -3% | 8% | -6%
CCOc1cc(CNc2ccc(OC)cc2)cc(Br)c1OCC(=O)NC(C)(C)C | 2% | 2% | -8% | -12% | -17% | -3% | ? | -6%
COc1ccccc1/C=N/NC(=O)c1ccccc1Cl | -1% | 13%[46 µM] | -6% | 4% | 12% | -2% | 0% | i
Cc1ccc2nc(Nc3ccccc3O)nc(-c3ccccc3)c2c1 | . | -4% | 3% | 0% | -25% | -1% | 2% | -2%
O=C(O)CSc1nnc(CNc2cccc(C(F)(F)F)c2)n1Cc1ccco1 | -8% | 3% | 2% | -13% | -11% | 1% | ? | -8%
C=CCNCCOc1ccccc1-c1ccccc1 | 8% | 8% | 7% | -6% | 14% | 0% | 5% | 3%
Nc1ccccc1NC(=O)c1ccccc1N | -8% | 2% | ? | -10% | -3% | 0% | ? | i
CCOc1ccccc1Nc1ncccc1C(=O)N1CCCC1 | 15% | ? | -1% | -3% | -39%[inhibitor] | -11% | -1% | -10%
Cc1c(NC(=O)C2(c3ccccc3)CCOCC2)c(=O)n(-c2ccccc2)n1C | -8% | 4% | 3% | 2% | 4% | -2% | 9% | 4%
O=C(CSc1nnc(-c2cccc(S(=O)(=O)N3CCCCC3)c2)o1)c1ccc[nH]1 | 11% | -2% | -11% | -17% | -9% | -4% | ? | -5%
COc1ccc(S(=O)(=O)Nc2ccccc2OC)cc1NC(=O)Cc1cccs1 | 9% | ? | -1% | 1% | -11% | 0% | -15% | -2%
CC(=O)Nc1ccc(NC(=O)COC(=O)c2ccccn2)cc1 | 13% | . | 4% | -1% | -3% | -8% | -21% | i
CC(C(=O)N1CCCC1)c1ccc([N+](=O)[O-])cc1 (stereo not drawn) | -9% | . | 0% | -7% | -2% | 0% | -9% | 19%
N=c1n(-c2ccccc2)c(O)cc(=O)n1-c1ccccc1 | 3% | 4% | 10% | 3% | -12% | 0% | 4% | -2%
COc1cc(SC)ccc1C(=O)N1CCN(c2ccccc2)CC1 | 12% | -9%[46 µM] | 11% | 1% | . | 0% | -5% | -1%
Cc1ccc(CN(C)CC(=O)Nc2ccc3c(c2)CCC3)cc1 | 5% | ? | -8% | -1% | -8% | -5% | -11% | -12%
Nc1ccc2c3c(cccc13)C(=O)N(c1ccccc1)C2=O | -23% | ? | ? | -3% | -18% | 10% | 28µM* | -5%
Cc1nc(N)nc(Cl)c1Cc1ccc(Cl)cc1 | -5% | 1%[46 µM] | -6% | 0% | -18% | -1% | 5% | -2%
O=C1CC(c2ccccc2)n2nc(NC(=O)c3ccccn3)nc2N1 (stereo not drawn) | 7% | 3% | -1% | 5% | 11% | -2% | ? | 33%[activator]
CCCCN(CCCC)S(=O)(=O)c1ccc(OC)c2ncccc12 | 1% | -3% | -1% | -4% | -1% | 0% | 1% | -17%
N#CC1=C(Nc2ccccc2)SC=C(c2ccc(Cl)c(Cl)c2)N=C1N1CCOCC1 | 14% | 13%[0.0737 µM] | 5% | -29%[53 µM] | -22% | 1%[53 µM] | ? | i
Cc1cc2c(n1-c1ccc(Br)cc1)CC(C)(C)CC2=O | 4% | ? | 4% | 1% | -1% | -4% | 1% | -12%
CCOc1ccc(-n2c(Cc3cc(=O)[nH]c(=O)[nH]3)nnc2SCC)cc1 | 7% | 5% | -16% | -16% | 5% | 2% | ? | i
COc1ccccc1Oc1ccc(N/C=C2/CCCC2=O)cc1 | -11% | ? | -29% | 5% | -20% | -3% | ? | -1%
COc1ccc(NC(=O)Nc2ccc(F)cc2F)cc1 | -18% | . | 9% | -3% | 20µM* | 1% | 9% | -3%
OCCN1CNC(=S)NC1 | 3% | . | 5% | -5% | . | -3% | . | -3%
O=C(N/N=C1\CCSc2ccc(F)cc21)c1cccnc1 | -3% | . | -16% | -5% | -6% | -1% | -12% | 9%
COc1ccc(Cc2nnc(Nc3ccc(C)cc3C)[nH]c2=O)cc1 | 2% | -1% | -1% | 6% | -15% | 0% | 0% | 0%
CC(C)C(=O)NC(NC(=S)Nc1cccc2cccnc12)C(Cl)(Cl)Cl (stereo not drawn) | 2% | 8% | 2% | -4% | -18% | -3% | 8% | -5%
O=C(NCc1cc(C(F)(F)F)cc(C(F)(F)F)c1)C1CC(c2c(Cl)cccc2Cl)=NO1 (stereo not drawn) | 13% | ? | -6% | -5% | -16% | -3% | 8% | -16%
CN1CCN(C(=O)c2ccc(CN3CCOCC3)cc2)CC1 | -12% | 2% | 1% | -8% | -13% | -6% | -6% | -5%
CCOC(=O)c1c(C)nc2c(c1-c1cc(OC)c(OC)c(OC)c1)C(=O)c1ccccc1-2 | -8% | 1% | -2% | 3% | 10% | -2% | 10% | -3%
O=C(Nc1ccccn1)NC12CC3CC(CC(C3)C1)C2 | 2% | ? | 2% | -2% | -14% | 1% | -4% | i

(further entries)
structure | GoLoco inh red | LMNA splice mod | JMJD2E inh | TRb SRC2 PPI | SMN2 splice enh | TR SRC2 fluor cs | ALDH1A1 inh | RECQ1 helicase
O=c1c(-c2ccccc2)nc2cnc(N3CCNCC3)nc2n1C1CC1 | 4% | . | . | . | -3% | . | ? | i
Cn1c(=O)c2c(SCc3cccc(C(F)(F)F)c3)nc(-c3ccco3)nc2n(C)c1=O | . | ? | 0% | 8% | . | 0% | 18% | -2%
Cc1nn(-c2ncc(C(F)(F)F)cc2Cl)c(=O)n1-c1ccccc1Cl | -1% | 4% | 5% | -1% | -11% | -2% | -3% | -6%
O=C(Nc1cccc(F)c1)NC1CCCCC1 | -9% | -6% | -4% | -9% | 18µM* | 0% | 13% | -5%
CN(CCNC(=O)CCNC(=O)Cn1ccc2ccccc2c1=O)Cc1ccccc1 | . | 4% | 1% | -5% | . | 2% | -3% | i
CC(=O)N=c1ncn(CC(COC(C)=O)OC(C)=O)c2nc[nH]c12 (stereo not drawn) | 6% | 7% | 0% | -6% | 3% | -4% | 11% | -1%
COc1ccc(/C=C/C(=O)N[C@H](C(=O)O)C(C)C)cc1 | -15% | . | -23% | -6% | 11% | -1% | -4% | i
Cc1ccc(SCCC(=O)OCC(=O)Nc2ccc(S(N)(=O)=O)cc2)cc1 | 16% | . | -3% | 0% | . | -1% | . | 0%
